14-3-3 PPI – alters human 14-3-3 gamma binding to Raf peptide; 0.19% of 160,000 active; inhibition, % at 40 µM; FP, 14-3-3gamma / TMR-pS259-Raf peptide binding; in the data active = inhibition above about 30%;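 note: 0% = protein plus tracer without compound and 100% = blank with tracer alone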
Target sequence (P61981 whole entry, looked up): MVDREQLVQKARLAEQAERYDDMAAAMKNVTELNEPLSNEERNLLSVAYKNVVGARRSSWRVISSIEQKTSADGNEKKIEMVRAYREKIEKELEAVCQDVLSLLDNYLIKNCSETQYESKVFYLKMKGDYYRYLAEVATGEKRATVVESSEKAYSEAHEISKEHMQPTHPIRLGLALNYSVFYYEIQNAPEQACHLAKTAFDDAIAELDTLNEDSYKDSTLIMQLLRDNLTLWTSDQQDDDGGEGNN
The depositor's hits bear a star; & = joins results of further samples. The list is partial, so the mix of outcomes need not match the whole.

nr	Molecule	14-3-3 PPI
1	CCN(CC)CCNc1nc2c(c(=O)n(C)c(=O)n2C)n1C/C=C(/C)Cl	-5
2	Cc1ccc2c(ccc(=S)n2C)c1	1
3	Cc1cc(C(=O)Nc2nc(-c3ccccc3)cs2)ccc1[N+](=O)[O-]	0
4	CCOC(=O)c1ccc(N2C(=O)CC(N3CCN(C(=O)c4ccco4)CC3)C2=O)cc1 (stereo not drawn)	-7
5	CCN(CC)C(=O)CSc1nc2c(sc(=S)n2-c2ccc(C)cc2C)c(=O)[nH]1	-306
6	Cc1ccc(-c2nnc(SCC(=O)N3CCCC3)o2)cc1	4
7	COc1ccccc1CNC(=O)CCC(=O)Nc1nnc(C)s1	-10
8	Cc1c(C(=O)OCC2CCCO2)[nH]c2c1C(=O)CC(c1ccccc1Cl)C2 (stereo not drawn)	-14
9	CCCNC1=C(C)C(=O)CC1	-2
10	O=C(CSc1nc2ccccc2nc1Cc1ccc(F)cc1)N1CCN(c2ccc(F)cc2)CC1	1
11	Cc1ccc(-n2c(C)cc(C(=S)N3CCOCC3)c2C)cc1C	-15
12	O=S(=O)(Nc1ccccc1F)c1ccc2nsnc2c1	3
13	O=c1c(-c2ccc(Br)cc2)coc2cc(O)cc(O)c12	-30
14	CCc1c(C#N)c(N)nc2sc(C(=O)c3ccc(Br)cc3)c(N)c12	-10
15	O=C(NCc1ccc(F)cc1)c1ccc(Cn2c(=S)[nH]c3ccccc3c2=O)cc1	-4
16	CCCCN(C)S(=O)(=O)c1ccc(C(=O)N=c2sc3cc(F)ccc3n2CC)cc1	-1
17	CCN(Cc1ccccc1)S(=O)(=O)c1ccc(C(=O)Nc2nnc(-c3ccc(Cl)s3)o2)cc1	-14
18	CC(=O)Nc1cc(C(=O)NCCN2CCCCCC2)ccc1Sc1ccc(Cl)cc1	-14
19	Cc1ccccc1C(=O)NC1CCN(Cc2nnnn2Cc2ccccc2)CC1	-7
20	O=C(NCC(c1cccnc1)N1CCN(c2ccc(F)cc2)CC1)C1CCCCC1 (stereo not drawn)	-7
21	O=C(Cn1c(=O)c2c(ncn2Cc2ccccc2)n(Cc2ccccc2)c1=O)N1CCCC1	-3
22	COc1ccc(-c2cn(-c3ccc(OC)cc3)c(SCC(=O)Nc3ccccc3)n2)cc1	-8
23	Cc1nc2sc(C(=O)Nc3cccc(C(F)(F)F)c3)c(N)c2c(C)c1Cl	7
24	CN1CCN(CCCNC2CC(=O)N(c3ccc(F)cc3)C2=O)CC1 (stereo not drawn)	4
25	COc1ccc(Cl)cc1NC(=O)CSc1nc(-c2cccs2)nc2c1c(=O)n(C)c(=O)n2C	1
26	Cc1cnn(C(=S)NCc2ccc(Cl)cc2)c1	-8
27	Cc1cccc(Oc2ncnc3sc4c(c23)CCCC4)c1	-17
28	CCC12CN3CC(CC)(CN(C1)C3c1ccc([N+](=O)[O-])o1)C2=O (stereo not drawn)	-6
29	CCOc1ccc(-n2c(=O)c3c(C)c(C(=O)N(C)C)sc3n(Cc3ccccc3)c2=O)cc1	5
30	CCOC(=O)C1(C)C=C(Nc2cccc(OC)c2)C(=O)N1c1ccccc1 (stereo not drawn)	-5
31	Cc1cc2cc(CCNC(=O)Cc3ccccc3)c(=O)[nH]c2cc1C	0
32	O=C(Cc1ccccc1)Nc1sc2c(c1C(=O)Nc1cccc(Cl)c1)CCCCC2	-7
33	Cc1ccc(-n2nc3c(c2NC(=O)c2ccc(C)c(C)c2)CS(=O)(=O)C3)c(C)c1	1
34	CC(=O)/C(CN1CCCCC1)=N\O	-6
35	O=C(NC1CCCCC1)c1ccc(CS(=O)(=O)Cc2ccccc2F)o1	-5
36	CCCc1c(C(=O)OCC)[nH]c2c1C(=O)CC(c1ccccc1)C2 (stereo not drawn)	0
37	CC1(C)CC(N2C(=O)OC(C)(C)C2(C)O)CC(C)(C)N1 (stereo not drawn)	-7
38	CCCN1CCN(C(=O)CCCn2c(C)c3cnn(-c4ccccc4)c(=O)c3c2C)CC1	-8
39	CCc1ccccc1NC(=O)C1CCN(S(=O)(=O)c2cc(Br)cc3c2N(C(C)=O)CC3)CC1	-10
40	CC(=O)Nc1ccc(N2C(=O)c3ccc([N+](=O)[O-])cc3C2=O)cc1	8
41	Cc1ccc(CN2C(=O)CSc3ccc(C(=O)NC(C)c4ccccc4)cc32)cc1 (stereo not drawn)	8
42	CCOC(=O)c1cccc(NC(=O)C2CCN(S(=O)(=O)c3cccnc3)CC2)c1	8
43	CC(=O)NCCc1cc2ccc(C)cc2[nH]c1=O	0
44	CCOc1ccc(S(=O)(=O)Nc2cc3c(C(=O)OC)c(C)oc3c3ccccc23)cc1	-29
45	CCCOc1ccc(-c2csc(NC(=O)c3ccc(S(=O)(=O)N4CCOCC4)cc3)n2)cc1	-10
46	Cc1occc1C(=O)Nc1ccccc1C(=O)O	0
47	CCCn1c2ccccc2c2nnc(SCc3ccccc3Cl)nc21	-3
48	CCC(CC)C(=O)Nc1cccc(C(=O)N2CCCC2)c1	-10
49	Cc1ccc2nsnc2c1S(=O)(=O)N(CCO)Cc1cc2cc3c(cc2[nH]c1=O)OCCO3	-3
50	COc1ccc(C2=NN(C(C#N)c3ccc(OC)cc3)C(c3ccccc3)C2)cc1 (stereo not drawn)	-8
51	O=C(Nc1ncc(S(=O)(=O)c2ccc([N+](=O)[O-])cc2)s1)c1cc([N+](=O)[O-])ccc1Cl	-4
52	Cn1cc(C(=O)N2CCc3ccccc3C2)c(=O)c2cc(S(=O)(=O)N3CCOCC3)ccc21	-8
53	Cn1c(-c2cc(Br)ccc2O)n[nH]c1=S	-5
54	CCc1cccc(NC(=O)c2cc3cc4ccc(OC)cc4nc3o2)c1	-76
55	CCOc1ccc(/C(O)=C2/C(=O)C(=O)N(CC3CCCO3)C2c2ccc(C)o2)cc1 (stereo not drawn)	-7
56	COc1cc(C(=O)N(Cc2ccc(N(C)C)cc2)C2CCS(=O)(=O)C2)cc(OC)c1OC (stereo not drawn)	2&-8

Going on with the list.
nr	Molecule	14-3-3 PPI
57	Cc1cc(=O)n2nc(N3CCCC(C(=O)NCc4ccc5c(c4)OCO5)C3)sc2n1 (stereo not drawn)	-3
58	COC(=O)c1ccc(Cl)c(NS(=O)(=O)c2ccc3c(c2)OCCO3)c1	-2
59	COc1cccc(CNc2c(C)n(C)n(-c3ccccc3)c2=O)c1O	-4
60	Cc1c(Cl)cccc1NC(=O)c1cc(S(=O)(=O)NCc2ccco2)ccc1F	-7
61	CN(C)c1ccc(C(=O)c2ccc(N(C)C)c(N)c2)cc1N	-7
62	Nc1nc2n(n1)C(c1cccs1)CC(c1ccccc1Cl)N2 (stereo not drawn)	5
63	CC12CC(c3ccccc3O1)N(C(=O)c1ccc(F)cc1)C(=O)N2c1ccc(Cl)cc1 (stereo not drawn)	-3
64	Brc1cc2c(cc1COc1ccc(-c3nn[nH]n3)cc1)OCO2	-12
65	CC1CCCN(S(=O)(=O)c2ccc(Br)s2)C1 (stereo not drawn)	-5
66	c1ccc(SCCOCCn2cncn2)cc1	-3
67	CCOC(=O)N1CCN(c2c(N3CCN(c4ccccn4)CC3)c(=O)c2=O)CC1	-8
68	Cc1ccc(S(=O)(=O)c2c(O)cc(C)c(NS(=O)(=O)c3ccc(Cl)cc3)c2C)cc1	6
69	CN(C)S(=O)(=O)c1ccc(C(=O)Nc2ccc(CCC(=O)N3CCCC3)cc2)cc1	3
70	COc1ccc(F)cc1S(=O)(=O)Nc1ccc2c(c1)OCCO2	0
71	COC(=O)c1[nH]c2ccc(Cl)cc2c1NC(=O)CCN1CCN(C2CCCCC2)CC1	-1
72	CCn1c(=O)cc(SCC(=O)N2CCN(Cc3ccc4c(c3)OCO4)CC2)c2ccccc21	-8
73	CCCCOc1ccc(C(=O)O)cc1	-3
74	Cc1ccc(-n2c3c(cc(C(=O)Nc4ccc(F)cc4)c2=O)C(=O)CC(C)(C)C3)cc1	-3
75	O=C(CSc1nnc(-c2ccccc2)c(-c2ccccc2)n1)NC1CCCCC1	-7
76	COc1ccccc1N=c1oc2cc(O)ccc2cc1C(=O)NCC1CCCO1 (stereo not drawn)	-11
77	FC(F)(F)c1cc(-c2cccs2)nc(NC2CCCCC2)n1	-3
78	CCC(C)Nc1nc(OC)nc(N(C)C#N)n1 (stereo not drawn)	12
79	CC(C)(C)c1ccc(C(=O)Nc2ccc(S(=O)(=O)N3CCCCC3c3cccnc3)cc2)cc1 (stereo not drawn)	-11
80	O=C(COC(=O)C1COc2ccccc2O1)Nc1ccc2c(c1)CCC2 (stereo not drawn)	1

Ordered by the number under 14-3-3 PPI (highest first): 4 of the compounds above.
nr	Molecule	14-3-3 PPI
43	CC(=O)NCCc1cc2ccc(C)cc2[nH]c1=O	0
74	Cc1ccc(-n2c3c(cc(C(=O)Nc4ccc(F)cc4)c2=O)C(=O)CC(C)(C)C3)cc1	-3
34	CC(=O)/C(CN1CCCCC1)=N\O	-6
79	CC(C)(C)c1ccc(C(=O)Nc2ccc(S(=O)(=O)N3CCCCC3c3cccnc3)cc2)cc1 (stereo not drawn)	-11

Next entries.
nr	Molecule	14-3-3 PPI
81	O=C(O)CSc1ccc2ccccc2n1	-2
82	O=C(CCCNS(=O)(=O)c1cccc2nsnc12)NCc1ccc(F)cc1	1
83	COC(=O)[C@@H]1C2CCC(C(=O)Nc3ccccc3)(CC2)[C@@H]1C(=O)OC	-4
84	Cc1ccc(Cl)cc1NC(=O)c1oc2ccc(S(=O)(=O)N3CC(C)CC(C)C3)cc2c1C (stereo not drawn)	-8
85	COc1cc(C2C(C(=O)OC(C)C)=C(C)NC3=C2C(=O)CC(c2cccs2)C3)ccc1O (stereo not drawn)	-5
86	C=CCNc1nc(N)c(C(=O)c2ccccc2)s1	-2
87	Cc1cccc(NC(=O)c2ccc(NC(=O)C3CCCO3)cc2)c1C (stereo not drawn)	-7
88	CCCCn1c(CN2CCN(CCO)CC2)nc2ccccc21	-9
89	CCOC(=O)c1c(NC(=O)COc2ccc3c(c2)OCO3)sc2c1CCCCC2	-18
90	CCOc1ccc(S(=O)(=O)Nc2cc(-c3c(O)ccc4ccccc34)c(O)c3ccccc23)cc1	8
91	COc1ccc(OC)c(NS(=O)(=O)c2ccc(N3CCCC3=O)cc2)c1	-8
92	Cc1nc(SCC(=O)O)c(C#N)c(C)c1Cl	-9
93	O=C(CSc1ncn[nH]1)c1ccc2c(c1)OCO2	1
94	CCCSc1nc2c(c(=O)n1-c1ccc(OCC)cc1)SCC2	8
95	COc1ccccc1C1Nc2ccccc2NC2=C1C(=O)CC(c1cccs1)C2 (stereo not drawn)	1
96	COc1ccc(S(=O)(=O)Nc2cccc(-c3cn4ccsc4n3)c2)cc1	-3
97	CC1=NC(C(F)(F)F)(C(F)(F)F)C(C#N)=C(C)N1	-4
98	O=C(NCc1ccccn1)C1CCCN(S(=O)(=O)c2cccc3nsnc23)C1 (stereo not drawn)	4&0
99	CCOc1ccccc1Nc1ncnc2c1cnn2-c1ccccc1	1&-10
100	O=c1c2sc3nc(N4CCOCC4)c4c(c3c2ncn1Cc1ccco1)CCCC4	2
101	CC1=C(C(=O)OC(C)(C)C)C(c2ccco2)C(C#N)=C(N)O1 (stereo not drawn)	-29
102	O=C(NCC1CCCO1)c1c(O)c2cccc3c2n(c1=O)CCC3 (stereo not drawn)	-5&0
103	COc1ccc(CCNC(=O)CCn2c(=O)[nH]c3ccsc3c2=O)cc1OC	3
104	Clc1ccc2nc(-c3ccccc3)c(-c3ccccc3)nc2c1	2
105	CCCNS(=O)(=O)c1cccc2nonc12	-9
106	Cc1sc2ncn(CC(=O)Nc3ccc4c(c3)OCO4)c(=O)c2c1S(=O)(=O)N1CCC(C)CC1	-3
107	O=C1c2cccc(Cl)c2C(=O)c2cccc(Cl)c21	0
108	CC1CCCCC1NC(=O)CN1C(=O)COc2ccc(S(=O)(=O)N3CCCC3)cc21 (stereo not drawn)	-10
109	CC1CCCC(C)N1C(=O)C1C2CCC(O2)C1C(=O)O (stereo not drawn)	8
110	Cc1ccc(CNC(=O)C2CCCN(S(=O)(=O)c3cnc[nH]3)C2)cc1 (stereo not drawn)	-1
111	Cc1ccc(NC(=NS(=O)(=O)c2ccccc2)c2ccccc2)cc1	-6
112	c1ccc(SCc2nc(-c3ccccn3)no2)cc1	1
113	Cc1ccc(N/C(=N\c2nc(C)cc(C)n2)NC(=O)c2ccccc2)c(C)c1	-5
114	Cc1ccc(-c2sc(C)nc2CC(=O)O)cc1	-6
115	CCC(=O)N1CCN(c2cc(N3CCOCC3)c(F)cc2[N+](=O)[O-])CC1	-5
116	O=C(CSc1nc2[nH]ncc2c(=O)n1-c1cccc(C(F)(F)F)c1)Nc1ccc(Cl)cc1	-3
117	COC(=O)c1ccc(COC(=O)c2c(C)nn(Cc3ccccc3Cl)c2Cl)o1	5
118	O=C(Nc1ccc(Br)cc1)C1C2C=CC3(O2)C1C(=O)N(Cc1ccc(F)cc1)C3C(=O)NC1CCCCC1 (stereo not drawn)	2
119	c1ccc(CCn2c(SCCN3CCOCC3)nc3ccccc32)cc1	-1
120	CCCCCCC(=O)Nc1cc2c(C)cc(=O)oc2cc1C	-17
121	COC(=O)c1ccc(CSC2=NCN(CCO)CN2)cc1	-9
122	CCOC(=O)C1=C(C)N(C)C(=S)NC1c1cc(OC)ccc1OC (stereo not drawn)	-4
123	COC(=O)Cc1ccc(NC(=O)c2cccs2)cc1	-5
124	CC(C)c1ccc(S(=O)(=O)N2CCN(CC(=O)C(C)(C)C)CC2)cc1	-10
125	COCCNC(=O)c1ccc(NCC2CCCO2)c([N+](=O)[O-])c1 (stereo not drawn)	0
126	COc1ccc(NC(=O)c2cnc(C)cn2)c2ncccc12	-6
127	Cc1cccc(C)c1-n1c(N)c(C(=O)NC2CCCCC2)sc1=S	3
128	Cc1cc(=O)[nH]c(SCc2cccc(Oc3ccccc3)c2)n1	-11
129	CCOC(=O)c1cc(C(C)=O)c(=O)n(C)c1N	3
130	CCC1=NN(C(=O)COc2cc(C)ccc2C(C)C)C(O)(C(F)(F)F)C1 (stereo not drawn)	-7

Entries listed so far with a tert-butyl group:
nr	Molecule	14-3-3 PPI
79	CC(C)(C)c1ccc(C(=O)Nc2ccc(S(=O)(=O)N3CCCCC3c3cccnc3)cc2)cc1 (stereo not drawn)	-11
101	CC1=C(C(=O)OC(C)(C)C)C(c2ccco2)C(C#N)=C(N)O1 (stereo not drawn)	-29
124	CC(C)c1ccc(S(=O)(=O)N2CCN(CC(=O)C(C)(C)C)CC2)cc1	-10
